H9c2 TAG inh: reduces triacylglycerol accumulation in H9c2 cells; Nile Red lipid (TAG) fluorescence; cells loaded with 200 µM oleic acid; inhibition, % at 12.5 µM; 230,000 compounds, 0.66% hits;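 active = pattern-corrected inhibition of lipid staining of at least 50% with the nuclear-stain viability signal not falling by more than 50%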;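 also: 0% = DMSO wells and 100% = triacsin C control wells; some results filed as inactive read as strong as hits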
H9c2 TAG inh DAPI viability: second read-out of H9c2 TAG inh, no call of its own (marks repeat the call); DAPI nuclei signal change (viability), lower = more cytotoxic, %;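 whole-well DAPI fluorescence read on a plate reader as a viability signal; minus 50 percent equals half of cells still viable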
Starred values were filed as active, the others as inactive. Some of the compounds tested, so the mix of outcomes need not match the whole.

molecule | H9c2 TAG inh | H9c2 TAG inh DAPI viability
CCN(CC)c1nc2cc(C)ccc2cc1/C=C(\C#N)C(N)=O | -14 | 5
NC(=O)[C@H](Cc1cc2ccccc2s1)NC(=O)[C@@H]1CC2(CC(c3cccc(NC(=O)[C@@H]4CCC(=O)N4)c3)=NO2)CN1C(=O)/C=C/Sc1ccccc1 (stereo not given in full) | -11 | 2
Cc1ccccc1Nc1ccc(S(=O)(=O)N2CCOCC2)cc1[N+](=O)[O-] | 0 | 9
N#Cc1ccc(OCC(=O)Nc2nc(-c3ccccn3)cs2)cc1 | -41 | -11
O=C1c2ccccc2C(=O)N1c1nc(-c2cccs2)cs1 | 21 | -1
O=C1N(Cc2cccc(Cl)c2)C[C@@H]2C[C@@H](c3cccn3-c3cccnc3)N3CCC[C@@]123 | 2 | -6
CN(Cc1cccs1)c1ncnc2sccc12 | -41 | -8
COc1ccc(NC(=O)c2cc(S(=O)(=O)NCC3COc4ccccc4O3)ccc2F)cc1 (stereo not given) | 2 | -7
CC(=O)c1ccc(S(=O)(=O)N2CCN(CCOc3ccccc3)CC2)cc1 | -17 | 10
c1ccc(Oc2cccc(OCCCCN3CCCC3)c2)cc1 | -8 | 32
O=C(Nc1ccc(N2CCCCC2)c(S(=O)(=O)Nc2ccccc2Cl)c1)c1cccnc1 | -7 | 0
O=C(OCC(=O)N1CCCc2ccccc21)c1ccccc1[N+](=O)[O-] | 5 | 5
O=C(COc1ccccc1F)Nc1cc(S(=O)(=O)Nc2cccc(Cl)c2)ccc1O | 10 | -7
CN(C(=O)COC(=O)C1COc2ccccc2O1)C1(C#N)CCCCC1 (stereo not given) | -16 | 9
Cn1nnnc1SCC(=O)Nc1ccccc1N1CCCCC1 | -28 | 6
CC(=O)Nc1ccc(NC(=O)c2cccc3ccccc23)cc1 | 9 | -10
COCCOc1ccc(C(F)(F)F)cc1NC(=O)Cc1ccc(S(=O)(=O)N2CCOCC2)s1 | 12 | -5
CCCCC(=O)Nc1ccccc1N1CCOCC1 | 1 | -10
Cc1c(S(=O)(=O)Nc2cccc(Cl)c2)c(=O)n(C)c(=O)n1C | -5 | 1
CSc1nnc2n(-c3ccccc3)c(=O)c3c4c(sc3n12)CCC4 | 1 | 1
CC(C)NC(=O)CSc1nc(-c2ccccc2)cs1 | 2 | 3
CCC(C)c1ccc(NC(=O)COC(=O)CCNS(=O)(=O)c2cccs2)cc1 (stereo not given) | -1 | 0
CCCNC(=O)Cn1nc(C(F)(F)F)c2c1CCC2 | -8 | -9
COc1ccc(CC2(CO)CCN(Cc3c(C)nn(C(C)C)c3C)CC2)cc1 | -1 | -3
CC(=O)Nc1ccc(C(=S)NCC2(N(C)C)CCCCC2)cc1 | 0 | 3
COCCNC(=O)c1cc(C(=O)CC(C)C)c[nH]1 | 11 | 11
COc1ccc(C(=O)Nn2c(SCC(=O)NCC3CCCO3)nc3ccccc3c2=O)cc1 (stereo not given) | -1 | -6
Cc1nn(-c2ccccc2)c(C)c1C(=O)OCC(O)=C(C#N)c1nc2ccccc2[nH]1 | 14 | 0
COc1ccc(CCC(=O)NNC(=O)Nc2ccc(OC)c(OC)c2)cc1 | 16 | -7
Cn1nc(-c2ccc(OCC(=O)NCC3CCCO3)cc2)c2ccccc2c1=O (stereo not given) | -32 | 6
CC[C@@]1(C(=O)OC)N[C@H](CN(C)C(=O)NC(C)C)[C@@H]2C(=O)N(Cc3ccccc3)C(=O)[C@@H]21 | -13 | 7
COc1cccc(NC(=O)C2CCN(S(=O)(=O)c3ccc(N4CCCC4=O)cc3)CC2)c1 | -13 | -2
C=CCOc1cccc(C(=O)NC(c2ccccc2)C(C)C)c1 (stereo not given) | -26 | 11
Cc1ccc(Cn2nnc3c(=O)n(Cc4ccccc4C)cnc32)cc1 | 15 | -2
Cc1nn(-c2ccccc2)c(C)c1C(=O)OCC(=O)N1CCN(S(=O)(=O)c2ccccc2)CC1 | 27 | -11
O=C(CSc1nnc(CNC(=O)c2c(F)cccc2F)o1)NCc1ccccc1 | -12 | 0
Cc1cc(C(C)(C)C)cc(C)c1Cn1c2[n+](c3ccc(C(F)(F)F)cc31)CCCCC2 | 18 | -6
O=C1C2C3C=CC(C2C(=O)N1c1ccccc1O)C1C2C(=O)N(c4ccccc4O)C(=O)C2C31 (stereo not given) | -2 | -2
O=C(Nc1ccccc1OC(F)F)C1CC(=O)N(Cc2ccccc2)C1 (stereo not given) | 2 | -5
Nc1cc2[nH]c(=O)c3ccccc3c2cc1[N+](=O)[O-] | -3 | 16

A second format for part of the listing above:
structure: O=C(Nc1ccccc1OC(F)F)C1CC(=O)N(Cc2ccccc2)C1 (stereo not given)
  H9c2 TAG inh: 2
  H9c2 TAG inh DAPI viability: -5

structure: Nc1cc2[nH]c(=O)c3ccccc3c2cc1[N+](=O)[O-]
  H9c2 TAG inh: -3
  H9c2 TAG inh DAPI viability: 16

Carrying on.
molecule | H9c2 TAG inh | H9c2 TAG inh DAPI viability
CCc1[nH]nc2c1C(c1ccc(Br)s1)C(C#N)=C(N)O2 (stereo not given) | -12 | 0
Fc1ccc2cnc(C3=CCCCC3)cc2c1 | -4 | 7
COc1ccc(C(=O)Nc2cc3c(oc2=O)CCCC3=O)cc1 | 11 | -9
C/C(=N/NC(=O)CN1CCN(Cc2ccccc2)CC1)c1ccc([N+](=O)[O-])cc1 | 2 | -1
CC(=O)Nc1ccc(NC(=O)c2ccc(-c3ccnn3C)c3ccoc23)cc1 | 17 | 5
c1ccc(N2CCN(c3nc4cc5c(cc4s3)OCCO5)CC2)cc1 | -38 | -8
COc1cccc(-c2nc(-c3ccccc3)[nH]c(=O)c2C#N)c1 | -23 | 10
Cc1noc(C)c1-c1ccc(C(=O)Nc2ccccc2)c2occc12 | 14 | -5
Cc1ccc(-c2csc3ncnc(-n4nc(C)cc4N)c23)cc1 | 5 | -1
CCOC(=O)C1CCN(C(=O)c2ccccc2NC(C)=O)CC1 | 4 | 2
COc1ccc(S(=O)(=O)NC(C(=O)OCC(=O)Nc2ccc(N3CCOCC3)cc2)C(C)C)cc1 (stereo not given) | -8 | 3
CC(C)C(OC(=O)c1cccc(S(=O)(=O)NCC(F)(F)F)c1)C(=O)NC(N)=O (stereo not given) | -5 | 0
COc1ccc(C2C(C(C)=O)=C(O)C(=O)N2c2nccs2)cc1 (stereo not given) | 10 | -6
CCc1cc(CNC(=O)CC2C(=O)NCCN2Cc2c(F)cccc2Cl)on1 (stereo not given) | -7 | -2
COC(=O)N[C@@H]1C[C@H]2[C@@H]3CC[C@H]4C[C@@H](OC)CC[C@]4(C)[C@H]3CC[C@@]12C | -2 | -2
Cc1ccc(N(CC(=O)Nc2c(C)n(C)n(-c3ccccc3)c2=O)S(C)(=O)=O)c(C)c1 | -7 | -4
C=C(C)CNC(=S)NNC(=O)c1ccncc1 | 10 | -2
COc1cccc(-c2sc3ccccc3c2-c2ccc(OCCN(C)C)cc2)c1 | 21 | 5
CCC(C)n1c(SCC(=O)NC2CCS(=O)(=O)C2)nc2ccccc2c1=O (stereo not given) | 7 | -6
O=C(/C=C/c1ccc(Cl)cc1)OCC(=O)c1ccc[nH]1 | 7 | 2
CCN(CC(=O)NCc1cccs1)S(=O)(=O)c1ccccc1Cl | -11 | -3
Cc1cc(=O)c2c(o1)C(=O)c1occc1C2=O | 2 | 4
CCN1CCN(C(=O)c2ccccc2NS(=O)(=O)c2ccc(Cl)cc2)CC1 | 15 | -8
CC1CN(S(=O)(=O)c2cccc(C(=O)OCc3cc(=O)oc4cc(O)ccc34)c2)CC(C)O1 (stereo not given) | -1 | 10
Cc1ccc(Cc2c(-c3ccc(Cl)cc3)nc3ccc(Br)cn23)cc1 | 2 | 2
CCOc1ccc(NC(=O)CN2CCN(S(=O)(=O)c3ccc(Cl)cc3)CC2)cc1 | -10 | -6
COc1ccccc1OCCNC(=O)c1cccc(S(=O)(=O)N2CCN(Cc3ccccc3)CC2)c1 | -18 | 5
O=C1N/C(=N/NC(=O)c2cccc3ccccc23)S/C1=C\c1ccccc1OCc1ccccc1 | -3 | 3
Cc1ccc2c(c1)N(C(=O)CCC(=O)NC1CCCCCC1)CCO2 | -1 | -6
CCOc1ccc(CCNC(=O)CCNC(=O)c2ccccc2Cl)cc1OCC | 28 | -5
CC(C)n1c2ccccc2c2nc3ccccc3nc21 | -25 | 6
O=C(c1ccccc1)C(CCc1ccccn1)CCc1ccccn1 | -12 | 3
CCCC(=O)Nc1ccc(NC(=O)c2ccco2)cn1 | 5 | 4
COc1cccc(/C(O)=C2/C(=O)C(=O)N(CCN3CCOCC3)C2c2cccnc2)c1 (stereo not given) | -5 | 0
COC(=O)C1=C(C)N(CCc2c[nH]c3ccccc23)C(=O)C1 | -5 | 2
COC(=O)c1ccc(CNC(=O)CCC(=O)N2CCOCC2)cc1 | -2 | -3
O=C(Cc1ccccc1)Nc1nnc(-c2ccco2)o1 | 11 | -14
CC(C)c1ccc(/C=C/c2[nH]c(=O)[nH]c(=O)c2[N+](=O)[O-])cc1 | 3 | 0
COc1ccccc1NC(=O)Nc1ccc(C(N)=O)cc1 | -1 | 0
CCCNC(=O)c1cc(S(=O)(=O)N2CCc3ccccc32)cn1C | -5 | 1
COc1cccc(CCNC(=O)CC2C(=O)NCCN2CC(C)(C)C)c1 (stereo not given) | -8 | 6
Cc1cc(C)nc(/N=C(\N)N(Cc2ccccc2)Cc2ccccc2)n1 | -8 | 32
O=C(Oc1ccc(C(=S)N2CCOCC2)cc1)c1ccccc1 | -18 | 3
O=C(O)C1CCCCC1C(=O)Nc1cccc(Cl)c1Cl (stereo not given) | -7 | 6
COc1ccc(CNC(=O)CCNS(=O)(=O)c2cccc3nsnc23)cc1 | 1 | -13
COc1ccc(CNC(=O)COC(=O)c2ccc3ccccc3n2)cc1 | 3 | -3
CCOC(=O)/C(C#N)=C\c1ccc2c(c1)OCO2 | -31 | 2
CC(=O)Cn1cnc2scc(-c3ccc(C)c(C)c3)c2c1=O | 4 | -10
CNC(=O)c1c(NC(=O)CCS(=O)(=O)c2ccc(F)cc2)sc(C)c1C | 0 | 9
CN1CCN(C(=O)C2CCC(=O)N(Cc3cccc(C(F)(F)F)c3)C2)CC1 (stereo not given) | 3 | -4

(more compounds)
molecule | H9c2 TAG inh | H9c2 TAG inh DAPI viability
N/C(=N\NS(=O)(=O)c1ccccc1C(F)(F)F)c1ccccn1 | -6 | -5
CCc1nnc(NC(=O)c2ccc(-c3cccc(C(F)(F)F)c3)o2)s1 | 6 | 12
C/[N+]([O-])=C\C1C(=O)CC(C)(C)CC1=O | -15 | 7
CCOC(=O)/C=C/[C@H]1CCc2cccc(Cl)c2O1 | 7 | -6
O=C(Nc1ccc(F)cc1F)NC1CC1 | -2 | -7
Cc1ccc(-n2ncc3c(NCc4ccc5c(c4)OCO5)ncnc32)c(C)c1 | -24 | 0
COc1ccc(S(=O)(=O)N2CCOCC2)cc1NC(=O)COC(=O)c1ccc(C)s1 | 9 | -3
CC(OC(=O)CCN=C1NS(=O)(=O)c2ccccc21)C(=O)N(C)C1CCCCC1 (stereo not given) | -11 | 1
Cc1ccc(S(=O)(=O)N2CCOC2CNC(=O)C(=O)NCc2ccccc2)cc1 (stereo not given) | 14 | -1
COC(=O)c1cn(C)c2ccc(S(=O)(=O)N(C)C3CCCCC3)cc2c1=O | 3 | -2
CCN(CC(=O)Nc1c(F)cccc1F)C(=O)c1ccc(Cl)c(S(=O)(=O)N2CCCC2)c1 | -3 | 14
S=c1nc(C2CC2)n(-c2ccccc2)[nH]1 | -24 | 3
Cc1nnc(NCCc2ccccc2)n(N)c1=O | -17 | 1
O=C(O)c1ccccc1NSc1ccccc1[N+](=O)[O-] | -5 | 5
CC(C)C(NC(=O)c1ccc(Cl)cc1)C(=O)NC1=NCCS1 (stereo not given) | 4 | -4
COC(=O)[C@@]12CCCCN1[C@H](c1ccc(-c3ccc(C(C)=O)cc3)cc1)[C@H]1C(=O)N(C)C(=O)[C@H]12 | 1 | -9
CN(C)C(=O)c1ccccc1Sc1ccc(Cl)cc1Cl | -19 | 1
Cc1ccc(NC(=O)CCNC(=O)c2ccc(Br)cc2)cc1S(=O)(=O)N1CCCCCC1 | -4 | 8
COc1ccc(-c2cnc[nH]2)cc1 | 1 | 1
CS(=O)(=O)c1ccc2nc(NC(=O)CCNC(=O)c3ccc([N+](=O)[O-])cc3)sc2c1 | -1 | -2

Entries above that contain a cyano group, in the order listed:
molecule | H9c2 TAG inh | H9c2 TAG inh DAPI viability
CCN(CC)c1nc2cc(C)ccc2cc1/C=C(\C#N)C(N)=O | -14 | 5
N#Cc1ccc(OCC(=O)Nc2nc(-c3ccccn3)cs2)cc1 | -41 | -11
CN(C(=O)COC(=O)C1COc2ccccc2O1)C1(C#N)CCCCC1 (stereo not given) | -16 | 9
Cc1nn(-c2ccccc2)c(C)c1C(=O)OCC(O)=C(C#N)c1nc2ccccc2[nH]1 | 14 | 0
CCc1[nH]nc2c1C(c1ccc(Br)s1)C(C#N)=C(N)O2 (stereo not given) | -12 | 0
COc1cccc(-c2nc(-c3ccccc3)[nH]c(=O)c2C#N)c1 | -23 | 10
CCOC(=O)/C(C#N)=C\c1ccc2c(c1)OCO2 | -31 | 2

Additional records
molecule | H9c2 TAG inh | H9c2 TAG inh DAPI viability
Nc1cccc(NC(=O)c2cccs2)c1 | 0 | -1
C(=N\Nc1nc(-c2cccnc2)nc2ccccc12)/c1ccccc1 | 25 | -4
Cc1ccc(O)c(NC(=O)c2ccco2)c1 | -1 | 3
CC(=O)NC(c1ccco1)c1cc(Cl)c2ccccc2c1O (stereo not given) | 13 | -3
O=C(NC(=O)c1ccc(Cl)cc1)Nc1cc(N2CCCCC2)ncn1 | 7 | -2

Screens (PubChem)
